# TexasRed fluor = Total Fluorescence Counterscreen for Inhibitors of the Interaction of Thyroid Hormone Receptor and Steroid Receptor Coregulator 2; TRb/SRC2 Texas Red total fluorescence interference; Potency, µM (top dose mostly 106 µM), without a hit: top-dose fluorescence change, negative = quenching; 0.29% of 280,000 active; active means well fitted curve in either direction with a large enough effect; inconclusive means small, poorly fitted or top-dose-only effect; further: on the % scale 0 is the no-effect control and ±100 the full control effect
#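 Flags fluorescent or light-absorbing compounds by total fluorescence, S + 2P, at 555 nm excitation and 632 nm emission. Mixture: 20 nM Texas Red SRC2 peptide, 0.6 uM human TRb LBD, 1 uM T3, 5% DMSO; compound exposure 5 h at ambient temperature.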
# Tau fibril FP = qHTS for Inhibitors of Tau Fibril Formation, Fluorescence Polarization. Potency, µM (top dose mostly 57.7 µM), inactives show top-dose activity, negative = inhibition, actives largely listed as inhibitors. K18 P301L tau heparin fibrillization, Alexa594 FP, 6 h. 0.39% of 280,000 active. AID 1468, 2008; further: on the % scale 0 is the no-effect control and ±100 the full control effect; nearly all actives have a fitted effect of over 55% in size
# Target sequence (P10636 561-689 P618L limits assumed): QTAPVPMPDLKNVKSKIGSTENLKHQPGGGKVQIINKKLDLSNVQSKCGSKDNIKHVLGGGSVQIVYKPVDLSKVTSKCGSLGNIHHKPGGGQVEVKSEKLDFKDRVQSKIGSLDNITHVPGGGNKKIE
#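 FP of Alexa 594-tau after heparin (20 uM) induction. Substrate: human K18 P301L, 15 uM unlabeled, 0.24 uM labeled. Buffer 100 mM sodium acetate pH 7. 6 hr, 37 C.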
# HTT ATP protect = qHTS Multiplex Assay to Identify Dual Action Probes in a Cell Model of Huntington: Cytoprotection (ATP); Potency, µM (top dose mostly 56.4 µM), for inactives: cytoprotection (ATP increase), most hits filed as activators; PC12 HTT-Q103 induced, cytoprotection, ATP luminescence, 40 h; AID 1471, 2008; 0.14% of 230,000 active;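 further: % of control where 0% means no effect; nearly all actives have a fitted effect of over 45% in size; toxic huntingtin expression switched on by the ecdysone agonist tebufenozide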
#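 Stable PC12 Q103-GFP cells in serum-supplemented, phenol red-free DMEM; induction by tebufenozide at 100 nM final; compound dose series; cell viability quantified luminescently from ATP.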
# L3MBTL1 block = qHTS Assay for the Inhibitors of L3MBTL1. 0.66% of 230,000 active. Lethal(3)malignant brain tumor-like protein 1 (Homo sapiens), Q9Y468. AlphaScreen L3MBTL1–H3K9me1 peptide binding. AID 485360, 2010. Potency, µM (doses to about 57.1 µM), for inactives: at the highest dose activity, negative = inhibition, hits mostly inhibitors; further: on the % scale 0 is the no-effect control and ±100 the full control effect; nearly all actives have a fitted effect of over 60% in size
#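 Read-out is AlphaScreen signal from streptavidin donor and nickel chelate acceptor beads (10 ug/mL final each) bridging L3MBTL1 (50 nM) and biotinylated K9-monomethylated H3(1-15) peptide (75 nM), after 30 min compound exposure at room temperature.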
# RECQ1 helicase = qHTS Assay for Inhibitors of RecQ-Like Dna Helicase 1 (RECQ1); 0.54% of 240,000 active; ATP-dependent DNA helicase Q1 (Homo sapiens), P46063; RECQ1 DNA unwinding, red fluorescence kinetic read; Potency, µM (series often up to 57.3 µM), for the others: at the top dose activity, negative = inhibition, hits mostly inhibitors;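 further: plate controls were vehicle for no effect and no enzyme for full effect; nearly all actives have a fitted effect of over 30% in size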
# Target sequence (P46063 whole entry, looked up): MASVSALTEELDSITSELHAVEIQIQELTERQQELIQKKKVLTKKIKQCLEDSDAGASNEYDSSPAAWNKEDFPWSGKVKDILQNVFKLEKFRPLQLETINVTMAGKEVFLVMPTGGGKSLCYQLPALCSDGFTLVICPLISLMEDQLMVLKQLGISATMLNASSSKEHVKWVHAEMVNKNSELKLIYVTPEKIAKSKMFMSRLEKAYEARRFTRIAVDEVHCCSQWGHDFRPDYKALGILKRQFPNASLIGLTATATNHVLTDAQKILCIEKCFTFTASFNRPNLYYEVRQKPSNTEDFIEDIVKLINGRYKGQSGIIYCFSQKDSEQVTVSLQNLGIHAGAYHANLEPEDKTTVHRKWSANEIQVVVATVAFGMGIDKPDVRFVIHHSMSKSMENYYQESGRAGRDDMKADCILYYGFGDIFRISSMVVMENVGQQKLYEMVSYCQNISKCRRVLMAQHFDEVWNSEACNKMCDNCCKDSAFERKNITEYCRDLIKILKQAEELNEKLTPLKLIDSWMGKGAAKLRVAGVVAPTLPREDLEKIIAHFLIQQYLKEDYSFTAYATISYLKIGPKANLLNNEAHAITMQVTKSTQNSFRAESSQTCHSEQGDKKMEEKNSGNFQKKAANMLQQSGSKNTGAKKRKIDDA
#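 RECQ1T1 50 nM; forked duplex (20 bp + 30-nt ss tails) 200 nM, ATP 2 mM final; pH 8.0, 2 mM MgCl2, 2.5 ug/ml poly(dI-dC); 15 min compound preincubation; discontinuous kinetic read over 2 h at RT.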
# TRb-SRC2 inh = qHTS for Inhibitors of the Interaction of Thyroid Hormone Receptor and Steroid Receptor Coregulator 2 | 0.065% of 280,000 active | Potency, µM (series often up to 106 µM), without a hit: top-dose activity change, negative = inhibition, usual class: inhibitors | TRbeta-SRC2 peptide binding, fluorescence polarization; receptor liganded with 1 µM T3 | Thyroid hormone receptor beta (Homo sapiens), P10828;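 further: plate controls were bound peptide for no effect and peptide without receptor for full effect; nearly all actives have a fitted effect of over 50% in size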
#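 Assay buffer: 20 mM Tris-HCl, 100 mM NaCl, 10% glycerol, 1 mM EDTA, 0.01% NP-40, 1 mM DTT, 1 uM T3, 5% DMSO; TRb LBD 0.6 uM, Texas Red SRC2 20 nM; FP after 5 hr.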
# Tau fluor cs = Counterscreen qHTS for Inhibitors of Tau Fibril Formation, Fluorescence Polarization. tau K18 P301L Alexa594 fluorescence, heparin fibrillization. Potency, µM (highest dose often 57.7 µM), without a hit: at the highest dose activity change, negative = decrease. 0.93% of 280,000 active; further: on the % scale 0 is the no-effect control and ±100 the full control effect; nearly all actives have a fitted effect of over 55% in size
#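 Human tau K18 P301L (15 uM unlabeled, 0.24 uM Alexa 594-labeled) in 100 mM sodium acetate pH 7 with 20 uM heparin, 6 hr at 37 C. ThT 30 uM added, 1 hr ambient; Alexa 594 FP and total fluorescence read at 555/632 nm.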
# Tau ThT inhib = qHTS for Inhibitors of Tau Fibril Formation, Thioflavin T Binding. Microtubule-associated protein tau (Homo sapiens), P10636. recombinant tau K18 P301L, heparin-induced fibrillization, ThT fluorescence. Potency, µM (top dose mostly 57.4 µM), for inactives: at the top dose activity, negative = inhibition, most hits filed as inhibitors. 2.1% of 270,000 active. AID 1460, 2008; further: on the % scale 0 is the no-effect control and ±100 the full control effect; nearly all actives have a fitted effect of over 55% in size
#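 ThT emission at 510 nm, taken 1 hr after adding 30 uM dye, quantifies aggregates formed when 20 uM heparin acts on human tau K18 P301L for 6 hr at 37 C.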
# * marks the source's active call; other numbers are inactive results; i = inactive; ? = inconclusive; · = no result given; & = joins results of further samples; [ ] = remark or other dose. Unless noted, the call rests on the fitted dose curve; in most records, active means well fitted curve in the direction sought with a large enough effect; inconclusive means small, poorly fitted or top-dose-only effect, or another doubt; inactive means no such curve, though single readings can be large; an effect the other way counts as inactive or inconclusive. Potency means the concentration at half of the fitted maximal effect.
SMILES,TexasRed fluor,Tau fibril FP,HTT ATP protect,L3MBTL1 block,RECQ1 helicase,TRb-SRC2 inh,Tau fluor cs,Tau ThT inhib
S=c1[nH]nc(-c2ccccn2)n1/N=C/c1ccc(Cl)cc1,-3.3%,-1.3%,-4.2%[10 µM],15.8µM*,-2.6%,-1.2%,-5.7%,-7.2%
CCOc1ccc(C(=O)Nc2cc(-c3nc4cc(OC)ccc4o3)ccc2C)cc1[N+](=O)[O-],-9.2%,?,·,·,·,5.5%,-9.4%,-7.2%
O=C1NCCN(Cc2ccc(Cl)c(F)c2)C1CC(=O)N1CCCO1 (centres undefined),-1.0%[53 µM],-3.2%,30.9%[10 µM],-5.7%,i,2.4%[53 µM],-2.8%,0.9%
CCCCNC(=O)C1CC(c2ccccc2[N+](=O)[O-])=NO1 (centres undefined),-3.0%,6.5%,-15.9%,1.5%,-3.8%,-13.3%,-3.2%,-5.1%
O=C(c1cccs1)c1coc2ccc(O)cc12,-0.1%,-4.1%,17.7%,·,-10.8%,2.3%,-14.5%,-20.7%
CCOC(=O)c1csc(NC(=O)c2ccc(S(=O)(=O)N3CCCC3)cc2)n1,-2.0%,-14.3%,8.9%,8.2%,-15.8%,-15.5%,1.2%,2.0%
CCC1=NN(C(=O)Cc2ccc(OC)c(OC)c2)C(O)(C(F)(F)F)C1 (centres undefined),-2.5%,-0.5%,26.8%[10 µM],-7.4%,-4.2%,-0.8%,-7.0%,-8.7%
CC(C)[C@H](NC(=O)OC(C)(C)C)c1nnc(SCc2cccc(F)c2)o1,2.4%,1.3%,3.7%[0.074 µM],12.1%,-17.5%,-16.1%,-0.9%,-4.3%
COC(=O)c1sc2nc(CSc3ccc(Br)cc3)[nH]c(=O)c2c1C,-1.3%,1.3%,11.4%[10 µM],8.7%,-5.8%,7.8%,-26.7%,?
Cc1ccc(S(=O)(=O)CCNC(=O)Cc2ccccc2)cc1,-5.5%,1.5%,·,4.6%,i,6.3%,-0.1%,4.0%
COc1ccc(NC(=O)NCCN2CCN(c3cccc(Cl)c3)CC2)cc1,1.4%,12.2%,-7.9%[10 µM],-2.3%,i,-9.7%,-17.1%,-16.8%
N#C/C(=C\c1cc(O)c(O)c(O)c1)C(N)=O,-8.0%,-7.7%,3.8%[10 µM],-87.7%,-22.7%,-8.8%,-21.2%,?
O=C(CNC(=S)NC(=O)c1ccc(Cl)cc1)c1ccccc1,-0.8%,?,·,-3.8%,0.9%,10.8%,6.8%,7.2%
Cc1cccc(NC(=O)CC2C(=O)OCCN2Cc2ccccc2)c1 (centres undefined),1.2%,3.0%,·,·,·,-2.7%,-11.2%,-15.0%
COc1ccc(OC)c(CCNC(=O)c2c3c(nc4ccccc24)C(=O)N(C2CCCCC2)C3)c1,-2.1%,-0.6%,·,·,·,-10.3%,0.3%,-12.3%

# Record cards (already shown). Order of screens: TexasRed fluor | Tau fibril FP | HTT ATP protect | L3MBTL1 block | RECQ1 helicase | TRb-SRC2 inh | Tau fluor cs | Tau ThT inhib
# `CCOc1ccc(C(=O)Nc2cc(-c3nc4cc(OC)ccc4o3)ccc2C)cc1[N+](=O)[O-]` across the screens: -9.2% | ? | · | · | · | 5.5% | -9.4% | -7.2%
# `COC(=O)c1sc2nc(CSc3ccc(Br)cc3)[nH]c(=O)c2c1C` across the screens: -1.3% | 1.3% | 11.4%[10 µM] | 8.7% | -5.8% | 7.8% | -26.7% | ?
# `CCOC(=O)c1csc(NC(=O)c2ccc(S(=O)(=O)N3CCCC3)cc2)n1` across the screens: -2.0% | -14.3% | 8.9% | 8.2% | -15.8% | -15.5% | 1.2% | 2.0%

# (further entries)
SMILES,TexasRed fluor,Tau fibril FP,HTT ATP protect,L3MBTL1 block,RECQ1 helicase,TRb-SRC2 inh,Tau fluor cs,Tau ThT inhib
Cc1ccc(Cl)cc1N1CCN(CC(O)COC(C)C)CC1 (centres undefined),0.5%,-0.4%,38.0%[10 µM],·,-3.0%,-3.8%,6.5%,·
Cn1c(CCNC(=O)c2ccco2)nc2cc(NC(=O)c3ccco3)ccc21,1.0%,-1.0%,-13.7%[10 µM],-2.1%,-20.3%,-0.3%,-11.9%,-20.8%
CCN(CC)S(=O)(=O)c1cc(C(=O)Nc2nncs2)c(Cl)cc1Cl,1.1%,-2.7%,-28.2%,3.1%,1.5%,-18.3%,-0.4%,-8.2%
Cc1ccc(C(=O)N2CCc3cc(CNC(=O)COc4ccccc4)ccc32)cc1,-4.8%,7.4%,·,·,·,-7.8%,-13.6%,?
COc1ccccc1N1CCN(C2CCN(C(=O)COc3cccc(C)c3)CC2)CC1,-2.8%,-1.5%,·,-0.6%,-4.7%,0.9%,-5.4%,-10.4%
CSC(=NC#N)N1CCN(c2ccccc2)CC1,0.8%,4.9%,-1.2%,11.3%,i,-7.9%,-3.4%,?
COc1cc(CCC(=O)OCC(=O)Nc2nc(C)c(Cl)cc2Cl)cc(OC)c1OC,-2.5%,3.2%,23.4%,·,-9.0%,-0.1%,-7.4%,-7.2%
CC(C)(C)c1ccc(C(=O)NNC(=O)C2CCCCC2)cc1,-9.3%,2.5%,12.4%[10 µM],8.2%,-7.5%,0.8%,-15.1%,-13.4%
CCOc1cc(C)ccc1OCc1nnc(SCC(=O)c2cccc([N+](=O)[O-])c2)n1CC,-3.8%,3.9%,-4.4%,3.4%,-9.9%,0.0%,-9.0%,-18.8%
Cc1ccc(Cn2nnc3c(=O)[nH]c(C4CCN(C(=O)Cc5ccccc5F)CC4)nc32)cc1,-2.9%,-8.3%,·,·,·,-1.5%,-10.8%,-14.0%
Cc1cc(C(=O)NCc2ccco2)c2ccccc2n1,-2.8%,-7.9%,-36.0%,·,i,-0.2%,-11.5%,-10.8%
CCOc1ccc(/C=C/C2=NNC(=O)CC2)cc1,-4.1%,-12.0%,-73.1%[inhibitor],3.1%,i,-5.8%,-11.7%,?
CC[C@@]12CCCN3CCc4c(n(c5ccccc45)C(=O)C1)[C@H]32,-1.3%[53 µM],·,-9.2%[10 µM],·,i,3.0%[53 µM],·,·
Cc1ccc(S(=O)(=O)Nc2cc(Cl)c3oc4c(c3c2)C(=O)CC(C)(C)C4)cc1,-0.3%,-8.0%,·,·,·,1.5%,0.8%,9.7%
N#CC1=C(N)C(C#N)(C#N)C(c2ccc[nH]2)C2CCCC=C12 (centres undefined),11.9%,?,13.0%[10 µM],-7.6%,?,-10.3%,?,14.1µM*
COc1ccc(CN/C(C)=C(/C#N)C(N)=O)cc1OC,-3.1%,2.6%,-22.5%,2.0%,-3.0%,-0.4%,5.9%,6.7%
Cc1cccnc1NC(=O)Nc1cccc2ccccc12,0.2%,-6.5%,-3.4%,·,-6.4%,9.5%,-15.6%,-15.9%
COc1ccc(CNC(=O)COCc2cc(-c3cccs3)on2)cc1OC,9.2%,0.4%,·,·,·,-6.8%,-3.6%,3.8%
Cc1ccc(CNC(=O)c2ccc3c(c2)N(Cc2ccccc2F)C(=O)c2ccccc2S3(=O)=O)cc1,-4.6%,?,·,·,·,0.4%,-22.1%,2.6%
Oc1ccc(Br)cc1-c1ccn[nH]1,2.5%,7.2%,·,-6.7%,-9.8%,3.1%,-13.0%,-6.9%
CN1/C(=C/C=N/NC(=O)c2ccc([N+](=O)[O-])cc2)C(C)(C)c2ccccc21,-8.7%,-6.4%,·,?,-4.8%,3.2%,?,6.31µM*
S=C(NC1CCCC1)NC1CC1,-5.2%,0.0%,·,3.5%,-4.9%,-7.4%,0.9%,4.4%
COC(=O)[C@H](C)NC(=O)C/C=C\[C@@H](C)CO,-3.1%[11.2 µM],-3.3%[11.6 µM],?,·,-5.2%[11.5 µM],1.5%[11.2 µM],-1.3%[11.6 µM],-1.7%[11.5 µM]
CC(C)(C)C(=O)NC1(C(F)(F)F)N=C2SCCN2C1=O (centres undefined),-0.3%,0.4%,-7.9%[10 µM],-1.8%[11.4 µM],-2.5%,0.3%,-1.2%,-8.4%
O=C(NCCNS(=O)(=O)c1ccccc1)c1cc(OCC(F)(F)F)ccc1OCC(F)(F)F,-7.8%,-3.9%,2.7%,1.7%,-4.0%,2.3%,-3.8%,2.0%
COc1ccc(NC(=O)c2ccc(Oc3ncccn3)cc2)cc1,-1.2%,3.0%,7.5%[10 µM],1.6%,i,1.2%,1.9%,-3.9%
CCc1nn2c(=O)c(S(=O)(=O)Nc3ccc(Cl)cc3)c(C)nc2s1,-2.1%,0.2%,·,-2.1%&-5.1%,·,-0.7%,-2.8%,-2.9%
Cc1cc2nc(-c3ccc(NC(=O)c4ccccc4F)cc3)oc2cc1C,-12.1%,-10.7%,·,·,·,-5.0%,-0.2%,?
COc1cc(CNCc2ccccc2C(F)(F)F)cc(OC)c1,-0.4%,-5.8%,7.3%[10 µM],23.1%,i,-7.6%,-10.8%,-8.1%
CSCCC(NC(=O)c1cccc(S(=O)(=O)N2CCOCC2)c1)C(=O)Nc1cccc(C)c1 (centres undefined),-1.9%,-2.9%,17.5%[10 µM],-5.2%,i,8.7%,-15.6%,-11.8%
CC1CN(C(=O)c2ccc(C(=O)c3ccccc3)cc2)CC(C)O1 (centres undefined),-5.5%,-1.5%,-18.8%,1.1%,-7.5%,1.9%,3.0%,0.2%
COc1ccccc1N1CCN(c2nc3ccc(C)cc3n3nnnc23)CC1,1.5%,8.9%,·,·,·,2.1%,-26.2%,-7.9%
COc1ccc(S(=O)(=O)NC(C(=O)NCCc2ccccn2)C(C)C)cc1 (centres undefined),-1.2%,1.9%,-58.6%[inhibitor],29.9%,i,4.4%,6.0%,1.8%

# An excerpt; the hit share may differ from the screen's.
